High-throughput results from PubChem BioAssay.
Fam108B counter = mouse Fam108B serine hydrolase inhibitors, primary screen, counter-screen for RBBP9 inhibitor project, biochemical, fluorescence polarization. recombinant Fam108B, FP-Rh probe fluorescence polarization. inhibition, % at 9.51 µM. 300,000 tested, 0.33% active. AID 1947, 2009;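 active = inhibition above the screen mean inhibition plus 3 SD, computed separately per campaign, cut at about 18% in these data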;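 also: inhibitors lower polarization as less probe binds the enzyme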
MEX-5 binding = MEX-5 zinc finger RNA-binding disruptors – biochemical, C. elegans, fluorescence polarization, MLPCN library, primary screen; Zinc finger protein mex-5 (Caenorhabditis elegans), Q9XUB2; MEX-5/FITC-TCR2 RNA binding; stronger effect = lower value; activity score (negative = inhibition of binding), % at 10 µM; 300,000 tested, 0.38% active;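 active = inhibition past about -25% in most replicates, and total fluorescence under double the plate's negative control median, limit read from the data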;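 also: 0% = DMSO and -100% = 5 µM competing unlabeled TCR2 RNA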
Bcl-xL primary = inhibitors of human Bcl-xL, primary screen, biochemical, fluorescence polarization, HTS; 320,000 tested, 0.7% active; inhibition, % at 10.9 µM; AID 2129, 2009; Bcl-2-like protein 1 (Homo sapiens), Q07817; GST-Bcl-xL / FITC-Bim BH3 peptide fluorescence polarization;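 active = inhibition above the mean of all tested compounds plus 3 SD, cutoff set per campaign, cut at about 30% in these data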;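 also: 0% = DMSO wells and 100% = unlabeled Bim-BH3 peptide competitor; inhibitors lower millipolarization by displacing the labeled peptide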
MCL1 BIM primary = inhibitors of MCL1 binding to BIM-BH3, primary screen, biochemical, fluorescence polarization | 320,000 tested, 0.68% active | Induced myeloid leukemia cell differentiation protein Mcl-1 (Homo sapiens), Q07820 | inhibition, % at 10.9 µM | GST-MCL1 / FITC-Bim-BH3 fluorescence polarization;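 active = inhibition above the mean inhibition of all tested compounds plus 3 SD, set per campaign, cut at about 40% in these data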;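 also: 0% = DMSO wells and 100% = unlabeled Bim-BH3 peptide control; higher means more loss of mP so more displacement of Bim peptide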
VLA-4 inh = inhibition in human VLA-4 binding assay, primary screen, VLA-4 allosteric modulator project, MLPCN library, flow cytometry, VLA-4 expressing cells; Integrin alpha-4 (Homo sapiens), P13612; ligand binding flow cytometry; inhibition, % (about 7 µM as worked out from the volumes in the protocol); 330,000 tested, 0.2% active; AID 2557, 2010; in the data active = inhibition above about 50%
Target sequence (P13612 whole entry, looked up): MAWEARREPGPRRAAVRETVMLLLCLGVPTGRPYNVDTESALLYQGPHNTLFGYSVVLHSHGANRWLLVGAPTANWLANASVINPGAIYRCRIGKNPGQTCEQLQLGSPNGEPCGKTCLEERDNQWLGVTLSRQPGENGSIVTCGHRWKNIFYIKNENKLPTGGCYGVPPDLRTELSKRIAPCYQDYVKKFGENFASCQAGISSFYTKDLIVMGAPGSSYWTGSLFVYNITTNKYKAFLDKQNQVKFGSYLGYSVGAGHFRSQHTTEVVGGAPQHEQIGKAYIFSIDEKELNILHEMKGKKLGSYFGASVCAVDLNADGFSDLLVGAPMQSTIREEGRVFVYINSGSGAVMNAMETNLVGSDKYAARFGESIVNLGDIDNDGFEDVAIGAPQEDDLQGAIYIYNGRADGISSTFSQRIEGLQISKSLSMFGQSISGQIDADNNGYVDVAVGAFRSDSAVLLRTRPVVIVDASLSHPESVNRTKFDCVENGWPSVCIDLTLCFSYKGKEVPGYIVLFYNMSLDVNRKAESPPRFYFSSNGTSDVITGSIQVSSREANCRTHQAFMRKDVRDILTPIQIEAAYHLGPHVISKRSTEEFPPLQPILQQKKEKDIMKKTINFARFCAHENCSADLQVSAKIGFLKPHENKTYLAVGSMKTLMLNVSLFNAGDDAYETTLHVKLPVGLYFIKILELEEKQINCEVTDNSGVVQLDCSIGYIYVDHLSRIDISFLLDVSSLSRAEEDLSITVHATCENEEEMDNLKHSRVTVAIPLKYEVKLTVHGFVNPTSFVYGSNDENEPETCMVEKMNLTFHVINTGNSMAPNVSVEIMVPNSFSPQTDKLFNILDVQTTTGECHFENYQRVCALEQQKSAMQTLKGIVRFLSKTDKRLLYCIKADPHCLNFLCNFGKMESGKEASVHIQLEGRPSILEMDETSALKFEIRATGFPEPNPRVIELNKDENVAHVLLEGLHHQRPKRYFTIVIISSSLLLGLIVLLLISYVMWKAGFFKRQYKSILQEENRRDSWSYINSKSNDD
GLD-1 TGE inh = GLD-1/TGE RNA complex disruptors, primary screen, biochemical, fluorescence polarization; Female germline-specific tumor suppressor gld-1 (Caenorhabditis elegans), Q17339; purified GLD-1 + fluorescein TGE RNA; inhibition, % at 5.96 µM; 320,000 tested, 0.44% active;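 active = percent inhibition above a per-plate cutoff, the plate mean of test compounds plus 3 SD, cut at about 30% in these data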;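 also: 0% = DMSO wells with GLD-1 and probe and 100% = wells lacking GLD-1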
CIT2-GFP yeast = modulators of CIT2-GFP expression in yeast, primary screen, S. cerevisiae, GFP fusion, multiplex flow cytometry, MLPCN library; GFP response vs DMSO, % at 10 µM; 320,000 tested, 0.065% active; S. cerevisiae CIT2-GFP strain, 3 h; 100 means same as DMSO wells; AID 2029, 2009;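 active = GFP response relative to DMSO above a set limit, near the screen mean plus 3 SD, cut at about 150% in these data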;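 also: ratio of well median GFP fluorescence to mean of DMSO wells on the plate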
AGP1-GFP MLPCN = modulators of AGP1-GFP expression in yeast TOR pathway, primary screen, cell-based, multiplex flow cytometry, S. cerevisiae, MLPCN library. 320,000 tested, 0.02% active. GFP response vs DMSO, % at 10 µM. 3 h; GFP as percent of DMSO wells;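 active = GFP response relative to DMSO above a set limit, near screen average plus 3 SD, cut at about 150% in these data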;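 also: median GFP channel fluorescence of the gated AGP1 strain per well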
GRK2 aptamer HTS = compounds blocking aptamer binding on GRK2 – biochemical, human GRK2, bead flow cytometry, HTS, primary screen | Beta-adrenergic receptor kinase 1 (Homo sapiens), P25098 | FAM-aptamer displacement from GRK2 | inhibition of aptamer binding, % at 10 µM | 330,000 tested, 0.59% active | AID 488847, 2010;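 active = inhibition of aptamer binding above 40%, roughly 3 SD of noise, on plates passing a quality check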;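 also: median bead fluorescence of bound FAM aptamer so fluorescent compounds give negative values; no value below 0 was filed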
The depositor's hits bear a star; / = no result given.

SMILES	Fam108B counter	MEX-5 binding	Bcl-xL primary	MCL1 BIM primary	VLA-4 inh	GLD-1 TGE inh	CIT2-GFP yeast	AGP1-GFP MLPCN	GRK2 aptamer HTS
N#C/C(=C\c1c(N2CCCCCC2)nc2ccccn2c1=O)C(=O)NC1CCS(=O)(=O)C1 (centres undefined)	-5	1.2	2	6	9	6	106	101	1
CN1CCN(c2ccccc2NC(=O)c2ccc(-c3cccc(Cl)c3)o2)CC1	-2	1.0	2	-3	1	2	112	91	9
Nc1ncnc(Nc2ccc(S(N)(=O)=O)cc2)n1	/	-1.7	/	/	-4	/	88	90	4
CCOc1ccc(CCNC(=O)c2ccc(CS(=O)Cc3ccc(Cl)cc3)o2)cc1OCC (centres undefined)	2	0.8	2	-1	1	4	95	98	1
Cc1ccc(C)c2[nH]c(=O)c(CCNS(=O)(=O)c3ccccc3)cc12	-1	3.0	6	10	-10	-3	103	102	1
Cc1c(C(=O)N(C)Cc2cccc(F)c2)oc2c(Cl)cccc12	0	1.7	6	-3	-17	0	101	97	1
O=C(NNC1=Nc2ccccc2SC1)c1ccc(Cl)cc1	0	-1.3	0	17	-6	3	94	99	1
CCN(c1ccc(F)cc1)S(=O)(=O)c1cccc2nsnc12	8	-0.9	-8	-3	11	-1	100	94	0
CC1CN(C(=O)c2cc(COc3c(F)cccc3F)on2)CCN1C (centres undefined)	4	-3.1	5	0	5	5	99	102	0
COc1cccc(CN2CCCCC2C(=O)O)c1 (centres undefined)	-3	-0.4	1	9	22	-2	107	101	4
CC(=O)c1c(C)[nH]c(C(=O)OCc2nnc(-c3ccc([N+](=O)[O-])cc3)o2)c1C	/	/	/	/	-4	5	90	90	1
CCC(=O)N1CCCc2cc(S(=O)(=O)N3CCN(c4ncccn4)CC3)ccc21	1	1.2	1	-4	-3	-7	97	100	2
CCOc1ccc(NC(=O)c2cccc(NC(=O)c3ccccc3)c2)cc1	-7	-0.4	2	11	-6	-2	116	103	0
COc1ccc(NS(=O)(=O)c2cccc3nsnc23)cc1Cl	2	2.0	3	2	7	4	91	100	0
COc1ccc(C2Nc3ccccc3C(=O)N2Cc2ccccc2)cc1CSc1ccccn1 (centres undefined)	0	-1.4	0	5	0	2	102	98	5
COC(=O)c1cc(OC)c(OC)cc1NC(=O)CSc1nnc(-c2cccnc2)n1C	-1	-1.7	0	-10	2	-2	94	101	1
O=C(c1cc(COc2ccc(F)c(F)c2)on1)N1CCOCC1	-4	1.6	0	1	1	8	101	108	2
O=C(CCCC(=O)NCC1CCCO1)NCC1CCCO1 (centres undefined)	-4	-1.7	8	8	-2	3	112	108	0
CCOc1cc(/C=C(/NC(C)=O)C(=O)O)cc(Cl)c1OCc1ccc(Br)cc1	1	4.8	4	4	3	8	98	101	0
Cc1ccc(Cl)c(OCCCCN(C)Cc2ccccc2)c1	-3	0.3	6	-3	-3	2	113	107	0
CN1C2CCC1CC(OC(c1ccccc1)c1ccccc1)C2 (centres undefined)	4	2.5	2	-2	6	8	109	101	0
Cn1c2cc(C#N)sc2c2cnn(Cc3ccc(F)cc3)c(=O)c21	/	/	/	/	49	1	114	106	0
C#CCNC(=O)C1=C[C@@H](C2CC2)[C@H](CCCO)[C@@H](OCC)O1	5	-0.9	-9	-10	20	5	96	99	2
Cc1cc(C)c(NC(=O)/C=C\C(=O)O)c([N+](=O)[O-])c1	-3	3.6	9	4	-11	-3	104	97	0
CCOC(=O)c1cc(CC)sc1NC(=O)c1ccc([N+](=O)[O-])c(N2CCOCC2)c1	2	-1.4	1	0	0	2	91	102	0
C/C(=N\NC(=O)c1ccccc1Cl)c1ccccn1	1	-1.5	5	9	-1	2	106	105	0
COc1ccc(/C=N/NC(=O)c2nn(-c3ccc(C)c(C)c3)c(=O)c3ccccc23)cc1	-26	1.4	-5	1	0	3	83	80	1
O=C(C1CCCN(Cc2cc(Br)ccc2O)C1)N1CCCCC1 (centres undefined)	2	-0.9	7	2	10	-3	98	91	0
Cc1ccc2nc(N3C(=O)C(O)=C(C(=O)c4ccco4)C3c3ccc(O)cc3)sc2c1 (centres undefined)	1	-1.3	2	2	2	-9	102	101	0
Cc1nn(-c2ccccc2)c(C)c1/C=C/C(=O)OC(C)C(N)=O (centres undefined)	2	0.5	3	8	39	-2	101	103	4
O=C(Cc1ccc(F)cc1)Nc1c(C(=O)N2CCN(c3ncccn3)CC2)oc2ccccc12	-3	-4.7	4	0	-3	5	93	100	0
CC1CC1C(=O)OCC(=O)NC(=O)c1ccc(C(C)(C)C)cc1 (centres undefined)	/	/	/	/	8	-1	105	102	3
O=C(CNC(=O)c1ccc(Br)o1)Nc1ccccc1	/	2.5	/	/	-1	/	107	108	1
O=C(Nc1ccc(N2CCN(C(=O)c3ccco3)CC2)cc1)c1ccco1	-1	-1.4	5	-1	-4	2	100	106	0
Nc1cc(-c2cccc(Br)c2)nn1Cc1ccccc1	7	-2.0	8	8	-3	1	88	86	0
COc1ccc(CNC(=O)CN2C(=O)NC(Cc3ccccc3)(c3ccccc3)C2=O)cc1OC (centres undefined)	/	/	-10	-18	2	0	95	99	2
CC1CCCCN1S(=O)(=O)c1ccc(N(C(=O)c2cnccn2)C(C(=O)NC2CCCCC2)c2cccs2)cc1 (centres undefined)	0	0.8	-3	-1	-7	-1	101	97	0
O=C(Nc1nc(-c2cc(F)ccc2F)cs1)C1=COCCO1	0	1.9	-3	-2	-2	1	91	99	2
CCCC(=O)c1cn(CC(=O)OC)c2ccccc12	3	2.7	0	9	5	0	103	97	0
CC(=O)COC(=O)C1CCN(S(=O)(=O)c2cc([N+](=O)[O-])ccc2Cl)CC1	-2	-0.7	4	18	5	2	109	104	3
Cc1csc(NC(=O)CSc2nc3ccccc3s2)n1	1	0.7	-1	1	21	4	98	111	2
CC(=O)NCCc1ccc(S(=O)(=O)N2CCN(c3nc(-c4ccccc4)c(C)s3)CC2)cc1	-1	0.3	-2	-2	10	2	101	100	0
COc1cc(NC(=O)c2ccnn2C)c(OC)cc1Cl	-1	1.8	8	2	16	-3	93	96	0
CCOC(=O)C1C(=O)C=C(c2ccc([N+](=O)[O-])cc2)CC1c1ccccc1 (centres undefined)	0	-0.5	4	1	16	5	92	/	4
CCC(=O)Nc1cccc(NC(=O)CSc2nnnn2Cc2ccccc2)c1	0	-0.8	3	5	0	8	97	98	1
CCNC(=O)CN(CCc1ccccc1)S(C)(=O)=O	0	1.1	-1	-1	0	8	108	111	1
N#Cc1ccccc1S(=O)(=O)N1CCN(CC(=O)NCC2(N3CCOCC3)CCCCC2)CC1	/	/	-1	0	8	-4	92	97	0
O=C(COc1ncnc2ccccc12)NCc1ccc2c(c1)OCO2	3	-0.2	1	3	1	4	117	114	2
CCCCOC(=O)c1ccc(NC(=O)c2ccccc2OC)cc1	0	1.3	5	4	9	-3	97	96	3
COc1ccc(CCN2C(=O)N(c3ccc(OC)cc3)C(=O)C2CC(=O)Nc2ccccc2)cc1 (centres undefined)	-7	0.3	5	11	4	9	114	103	0
(further entries)
SMILES	Fam108B counter	MEX-5 binding	Bcl-xL primary	MCL1 BIM primary	VLA-4 inh	GLD-1 TGE inh	CIT2-GFP yeast	AGP1-GFP MLPCN	GRK2 aptamer HTS
Cc1ccc(Oc2ncnc(N)c2[N+](=O)[O-])cc1C	0	0.5	1	-10	-7	6	87	95	1
CCc1nnc(NC(=O)CSc2nnc(-c3ccccc3O)n2-c2ccc(C)cc2C)s1	3	0.0	2	6	-1	1	92	102	0
Cc1oc2c(cc(NS(=O)(=O)c3cccs3)c3ccccc32)c1C(=O)OC(C)C	-7	-1.1	10	14	3	16	96	96	5
COc1ccc(NC(=O)Cn2c(-c3ccccc3)cn(-c3ccc(C)cc3)c2=O)cc1	1	1.7	6	-3	32	-2	92	100	0
O=C(COc1ccc(CO)cc1Cl)Nc1ccc(F)cc1	-2	-1.7	2	-2	3	-1	101	95	0
CC(C)(C)c1ccc(NC(=O)NCc2ccco2)cc1	13	1.1	2	1	16	-5	115	105	4
CC(C)(CC(=O)O)CC(=O)Nc1cc(C(F)(F)F)cc(C(F)(F)F)c1	-2	0.2	2	-1	21	0	100	107	0
COc1ccc(NC(=O)CSc2nnc(C3CCCCC3)n2N)cc1	3	0.0	0	-3	23	7	93	98	5
CN(CC(=O)Nc1ccc(F)cc1)C(=O)COC(=O)/C=C/c1ccccc1[N+](=O)[O-]	/	/	2	4	12	-1	99	89	1
Nc1cc(C(=O)OCC(=O)NCCNC(=O)COC(=O)c2ccc(Cl)c(N)c2)ccc1Cl	2	0.4	3	2	-5	-8	101	100	0
CC(=O)Nc1cccc(C(=O)N2CCN(S(=O)(=O)Cc3ccccc3)CC2)c1	/	/	/	/	-4	2	106	100	28
COc1ccccc1NS(=O)(=O)c1cc(C(=O)NCCC(C)C)ccc1F	0	2.4	-1	4	12	2	107	109	4
O=C(NC1CCCCC1)c1cc(-c2ccccc2Cl)on1	5	1.6	8	4	-21	-3	104	98	0
COc1ccccc1NC(=O)C1CC(C)OC1=O (centres undefined)	-2	-0.3	4	-5	4	6	98	111	0
O=C(c1ccco1)N1CCN=C1SCc1ccccc1Cl	0	-2.5	4	0	16	5	102	95	3
COc1ccc(COCC(O)CN2CCCC(C(F)(F)F)C2)cc1 (centres undefined)	1	-2.5	-1	1	11	3	102	99	4
O=C(CC(C(=O)O)P(=O)(c1ccccc1)c1ccccc1)c1ccccc1 (centres undefined)	-3	-0.8	1	-10	4	5	99	104	0
Cc1c(C(=O)NCCn2ccc3ccccc32)cccc1[N+](=O)[O-]	4	1.0	0	0	-5	0	83	88	0
Cc1[nH]nc2nc(SCC(=O)NCCC3=CCCCC3)n(-c3ccc(Br)cc3)c(=N)c12	-9	0.7	-2	5	-1	2	107	108	1
CC1=C(C)CC(C(=O)NNC(=O)c2cccc(Cl)c2)C(C(=O)O)C1 (centres undefined)	5	1.0	-1	-2	4	8	91	98	1

Another view of part of the listing above.
Under each structure: Fam108B counter, MEX-5 binding, Bcl-xL primary, MCL1 BIM primary, VLA-4 inh, GLD-1 TGE inh, CIT2-GFP yeast, AGP1-GFP MLPCN, GRK2 aptamer HTS
> O=C(c1ccco1)N1CCN=C1SCc1ccccc1Cl
 : 0, -2.5, 4, 0, 16, 5, 102, 95, 3
> COc1ccc(COCC(O)CN2CCCC(C(F)(F)F)C2)cc1 (centres undefined)
 : 1, -2.5, -1, 1, 11, 3, 102, 99, 4
> O=C(CC(C(=O)O)P(=O)(c1ccccc1)c1ccccc1)c1ccccc1 (centres undefined)
 : -3, -0.8, 1, -10, 4, 5, 99, 104, 0
> Cc1c(C(=O)NCCn2ccc3ccccc32)cccc1[N+](=O)[O-]
 : 4, 1.0, 0, 0, -5, 0, 83, 88, 0
> Cc1[nH]nc2nc(SCC(=O)NCCC3=CCCCC3)n(-c3ccc(Br)cc3)c(=N)c12
 : -9, 0.7, -2, 5, -1, 2, 107, 108, 1
